# Assay outcomes deposited in PubChem by National Center for Advancing Translational Sciences (NCATS).
# GAA glycogen mod: GAA glycogen-cleavage inhibition or activation; P10253; recombinant GAA, glycogen substrate, Amplex Red glucose oxidase fluorescence; Potency, µM (doses to about 76.4 µM), inactives show at the top dose activity change, negative = inhibition, hits mostly inhibitors; actives 0.38% (n = 300,000);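 further: 0% = full enzyme reaction and -100% = no-enzyme basal signal; the screen sought inhibitors and activators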
#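 Recombinant enzyme (4 nM final) with compounds titrated up to 77 uM and bovine liver glycogen (30 ug) in citrate pH 5.0, 0.01% Tween-20, 37 C 40 min. Released glucose detected by Amplex Red/glucose oxidase (Ex 573/Em 610); AC50 from Hill fits.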
# GLA spleen mod: alpha-galactosidase A (human) modulation | P06280 | human spleen homogenate, 4MU-alpha-Gal fluorescence, 40 min | Potency, µM (highest dose often 80 µM), inactives show top-dose activity change, negative = inhibition, most hits filed as inhibitors | actives 0.008% (n = 240,000) | AID 2107;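 further: 0% = enzyme with vehicle and -100% = no enzyme basal signal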
# Target sequence (P06280 32-429 limits assumed): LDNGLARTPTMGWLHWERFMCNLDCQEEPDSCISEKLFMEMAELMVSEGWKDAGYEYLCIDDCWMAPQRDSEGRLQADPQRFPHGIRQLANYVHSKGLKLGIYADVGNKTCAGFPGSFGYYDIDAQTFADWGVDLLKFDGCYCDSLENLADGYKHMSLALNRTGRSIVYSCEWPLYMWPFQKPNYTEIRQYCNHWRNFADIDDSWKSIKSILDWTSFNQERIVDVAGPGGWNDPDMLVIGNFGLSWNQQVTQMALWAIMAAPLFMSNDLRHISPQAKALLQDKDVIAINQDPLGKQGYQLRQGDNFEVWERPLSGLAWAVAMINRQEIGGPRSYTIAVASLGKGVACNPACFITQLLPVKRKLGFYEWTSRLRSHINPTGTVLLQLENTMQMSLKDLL
#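 Human spleen homogenate (1 ug) was the enzyme source, with 4-methylumbelliferyl-alpha-D-galactopyranoside (1 mM final) in pH 5.0 citrate buffer with 0.01% Tween-20. Compounds were titrated; after 40 min at 37C, NaOH/glycine stop, 4-MU fluorescence read; AC50 from Hill fits.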
# Tau fibril ThT: blocks human tau fibril formation measured by thioflavin T; P10636; recombinant tau K18 P301L, heparin-induced fibrillization, ThT fluorescence; Potency, µM (top dose mostly 57.4 µM), for the others: at the top dose activity, negative = inhibition, actives largely listed as inhibitors; actives 2.1% (n = 270,000); further: on the % scale 0 is the no-effect control and ±100 the full control effect; nearly all actives have a fitted effect of over 55% in size
# Target sequence (P10636 561-689 P618L limits assumed): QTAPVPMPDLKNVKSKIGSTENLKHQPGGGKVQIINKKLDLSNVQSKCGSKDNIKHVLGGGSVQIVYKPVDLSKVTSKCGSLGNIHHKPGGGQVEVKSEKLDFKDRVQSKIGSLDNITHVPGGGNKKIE
#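 K18 P301L tau (15 uM + 0.24 uM Alexa 594-tagged), heparin 20 uM, NaOAc pH 7, 6 h 37 C; ThT 30 uM, 1 h RT, ex 450/em 510 nm.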
# HTT ATP protect: protects HTT-Q103 PC12 cells, measured by ATP; PC12 HTT-Q103 induced, cytoprotection, ATP luminescence, 40 h; actives 0.14% (n = 230,000); AID 1471; Potency, µM (highest dose often 56.4 µM), without a hit: cytoprotection (ATP increase), usual class: activators;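 further: % of control where 0% means no effect; nearly all actives have a fitted effect of over 45% in size; toxic huntingtin expression switched on by the ecdysone agonist tebufenozide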
#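 Compounds added alongside 100 nM tebufenozide, which induces toxic Q103 huntingtin exon 1-GFP in stable PC12 cells; surviving cells quantified by luminescent ATP measurement. Medium: phenol red-free DMEM, 5% equine and 5% calf serum.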
# Tau fibril FP: blocks human tau fibril formation measured by polarization; K18 P301L tau heparin fibrillization, Alexa594 FP, 6 h; Potency, µM (titrated, usually from 57.7 µM), for inactives: at the top dose activity, negative = inhibition, hits mostly inhibitors; actives 0.39% (n = 280,000); AID 1468; further: on the % scale 0 is the no-effect control and ±100 the full control effect; nearly all actives have a fitted effect of over 55% in size
#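 Human tau K18 […] P301L fragment, 15 uM unlabeled plus 0.24 uM Alexa 594-labeled tau (final), with compound and 20 uM heparin in 100 mM sodium acetate pH 7; 6 hr at 37 C, then Alexa 594 FP read.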
# GAA inh: blocks human lysosomal alpha-glucosidase; P10253; purified human GAA, 4-MU-alpha-glucoside fluorescence; Potency, µM (series often up to 76.9 µM), for inactives: at the highest dose activity change, negative = inhibition, hits mostly inhibitors; actives 0.005% (n = 200,000);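 further: plate controls were uninhibited enzyme wells for no effect and no-enzyme background for full effect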
#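 qHTS format, compound range up to 77 uM. Human lysosomal enzyme at 4 nM, 400 uM 4-MU glucoside substrate, pH 5.0, 20 min room temperature; fluorescence after alkaline stop gives activity normalized to controls.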
# aGlu spleen mod: inhibits or activates alpha-glucosidase in human spleen homogenate; P10253; human spleen homogenate, 4-MU-alpha-glucoside fluorescence; Potency, µM (titrated, usually from 79.9 µM), without a hit: top-dose activity change, negative = inhibition, hits mostly inhibitors; actives 0.006% (n = 240,000); AID 2112;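 further: 0% = enzyme with vehicle and -100% = no enzyme basal signal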
#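 Human spleen homogenate (1 ug) with 4-methylumbelliferyl-alpha-D-glucopyranoside (1 mM final) in 50 mM citrate/phosphate pH 5.0, 0.01% Tween-20; 40 min at 37 C. Stopped at pH 10; 4-MU fluorescence Ex 365/Em 440 nm; AC50 by Hill fit.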
# Tau fluor cs: counter-screen for tau fibril formation inhibitors; actives 0.93% (n = 280,000); Potency, µM (doses to about 57.7 µM), without a hit: at the highest dose activity change, negative = decrease; tau K18 P301L Alexa594 fluorescence, heparin fibrillization; AID 1463; further: on the % scale 0 is the no-effect control and ±100 the full control effect; nearly all actives have a fitted effect of over 55% in size
#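 Human tau K18 P301L (15 uM unlabeled, 0.24 uM Alexa 594-labeled) in 100 mM sodium acetate pH 7 with 20 uM heparin, 6 hr at 37 C. ThT 30 uM added, 1 hr ambient; Alexa 594 FP and total fluorescence read at 555/632 nm.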
# Numbers without * were called inactive; ? = inconclusive; . = no result given; & = joins results of further samples; [ ] = another dose, or the depositor's remark. The call rests on the fitted dose curve; in most records, active means well fitted curve in the direction sought with a large enough effect; inconclusive means small, poorly fitted or top-dose-only effect, or another doubt; inactive means no such curve, though single readings can be large; an effect the other way counts as inactive or inconclusive. Potency means the concentration at half of the fitted maximal effect. Outcome played no part in choosing rows (roughly 3.3% active in at least one column).
mol	GAA glycogen mod	GLA spleen mod	Tau fibril ThT	HTT ATP protect	Tau fibril FP	GAA inh	aGlu spleen mod	Tau fluor cs
Cc1ccc2cccc(OCC(=O)N3CC(C)CC(C)C3)c2n1 (stereo unspecified)	-8%	4%	-2%	5%[10 µM]	2%	0%	11%	6%
O=C(NC1CCCCC1)c1cc(-c2ccco2)on1	2%	1%	-9%	-3%	-5%	-1%	1%	-8%
CC(C)c1c(O)nc(SCCC(=O)O)[nH]c1=O	-6%	5%	-7%	?	6%	1%	-1%	2%
Fc1cccc(C2NN=C(c3ccccc3)S2)c1 (stereo unspecified)	4%	-1%	-15%	4%[10 µM]	-6%	0%	-2%	4%
CCCC(=O)Nc1cc(OC)c(C(=O)OC)cc1Cl	14%	-2%	-12%	-5%[10 µM]	-4%	-7%	-1%	-10%
Cc1cccc(C(=O)N/N=C2\CS(=O)(=O)N(C)c3ccsc32)c1	1%	-2%	.	-13%[10 µM]	5%	.	-1%	16%
CCc1nc2ccccc2n1Cc1cc(=O)n2cc(C)ccc2n1	-7%	14%	-11%	-5%	3%	0%	6%	-1%
COc1ccc(-c2sccc2C(C)C(=O)O)cc1 (stereo unspecified)	-1%	-19%	-10%	8%[10 µM]	-8%	5%	-12%	1%
CCOc1ccc(Cn2c(=O)sc3ccccc32)cc1	2%	-2%	-6%&-1%	5%[10 µM]	5%&-10%	.	0%	-18%&-8%
C=CCn1c(SCc2c(C)noc2C)nnc1C1COc2ccccc2O1 (stereo unspecified)	-3%	-4%	-19%	-17%	-1%	-10%	-10%	-22%
COC1CCN(Cc2cn(Cc3ccccc3)nc2-c2cc3ccccc3o2)CC1	-12%	-2%	-14%	-42%[inhibitor]	-7%	-3%	-5%	-16%
COc1cccc2cc(-c3csc(NC(=O)CCC(=O)NCCCN4CCC(C)CC4)n3)c(=O)oc12	-1%	8%	-4%	-22%[10 µM]	10%	.	3%	-10%
CCOc1ccc(-c2nnc(-c3ccncc3)o2)cc1	-5%	-3%	-11%	-35%	4%	5%	-16%	1%
CCOC(=O)c1c(N)ssc1=S	-14%&4%	-1%&0%	7.9µM*	-10%	11µM*	?	-4%&0%	-27%&-30%
Cc1c(NC(=O)C2(C)CCCCC2)c(=O)n(-c2ccccc2)n1C	-7%	8%	-6%	-4%	-5%	0%	-3%	4%
c1ccc(Cc2nn3c(-c4ccncc4)nnc3s2)cc1	6%	-11%	-7%	-10%[10 µM]	-3%	0%	-13%	-1%
COc1ccc(/C=C\c2onc(C)c2S(=O)(=O)N2CCC(C(=O)Nc3cccc(C)c3C)CC2)cc1	-7%[76.3 µM]	.	7%	.	?	.	.	-8%
COc1ccc(CCNC(=O)c2ccc3c(c2)N(Cc2ccccc2F)C(=O)c2ccccc2S3=O)cc1OC (stereo unspecified)	2%[76.3 µM]	.	1%	.	1%	.	.	-5%
O=C(O)CNC(=O)C1COc2ccccc2O1 (stereo unspecified)	-5%	-7%	12%	9%	4%	-7%	-17%	5%
C=C(C)Cn1c(N2CCCC2)nc2c1c(=O)[nH]c(=O)n2C	0%	-2%	-9%	13%	-1%	-5%	0%	-2%
Cc1ccccc1-n1ncc2c([N+](=O)[O-])cc([N+](=O)[O-])cc21	5%	-1%	-18%	-47%[inhibitor]	10%	3%	0%	-25%
CCOC(=O)c1[nH]c(CSc2nnc(-c3ccncc3)n2CCOC)c(C(=O)OCC)c1C	-4%	7%	-4%	7%[10 µM]	-4%	2%	5%	-4%
CSc1sc(C(=O)NC(=O)NCc2cccnc2)c(C)c1-c1ccon1	5%	-1%	?	0%[10 µM]	-14%	-1%	1%	-26%
CCCCN(C)C(=O)C(Cc1ccccc1)NS(=O)(=O)c1ccc2c(c1)c(=O)n(C)c(=O)n2C (stereo unspecified)	-14%[76.3 µM]	-2%	-5%&-9%	-1%	-2%&-1%	?	-5%	-9%&-11%
O=C(CN(Cc1cccs1)C(=O)CNC(=O)c1ccco1)NC1CCCCC1	8%	-5%	4%	-15%[10 µM]	-4%	3%	-3%	5%
Cc1ccc(NC(=O)CNc2ccc(Cl)c(Cl)c2)cc1S(=O)(=O)N(C)C	-5%	8%	-4%	9%[10 µM]	-6%	?	6%	16µM*[quencher]
CCCN(CCC)CCCNC(=O)c1cc2c(=O)n(C)c3ccccc3c2s1	-13%[76.3 µM]	.	-5%	.	-4%	.	.	-6%
Cc1cccc(N2CCN(C(=O)c3cn(C)c4ccc(S(=O)(=O)N(C)C)cc4c3=O)CC2C)c1 (stereo unspecified)	-6%[76.3 µM]	.	-4%	.	-1%	.	.	-13%
CCOC(=O)/C(C#N)=C\c1cc(C)n(-c2ccccc2)c1C	3%	15%	?	-83%[inhibitor]	-8%	-15%	0%	-26%
Cn1ncc(Cl)c1C(=O)NC(=S)Nc1sc2c(c1C#N)CCCCC2	-6%	-3%	?	15%	-8%	-5%	-6%	-21%
Cc1nc(SCCCSc2n[nH]c(C)n2)n[nH]1	4%	4%	-5%	20%[10 µM]	-3%	-7%	1%	-2%
CC(C)(C)SCCNC(=O)c1ccccc1	-21%	7%	-16%	-1%	-6%	2%	-2%	-6%
O=C1CSC(c2ccccn2)N1c1ccc(F)cc1F (stereo unspecified)	1%	-4%	-12%	22%	-3%	-7%	1%	-10%
Cc1csc(NC(=O)c2ccc(C)c([N+](=O)[O-])c2)n1	-7%	0%	9%	-2%[10 µM]	-2%	9%	3%	7%
COc1ccc(CNC(=O)CN2C(=O)CCCc3ccccc32)cc1	-4%[76.3 µM]	.	4%	.	1%	.	.	3%
CC1CCCN(CCCNC(=O)c2ccc3c(c2)N(Cc2ccccc2F)C(=O)c2ccccc2S3(=O)=O)C1 (stereo unspecified)	-1%[76.3 µM]	.	-5%	.	-11%	.	.	?
O=C(c1ccc(Cl)cc1)C1CCN(C(=O)N2CCOCC2)CC1	8%	-4%	7%	-19%	9%	-6%	-9%	11%
CCOC(=O)c1[nH]c2c(c1-c1ccccc1)C(=O)CC(c1ccccc1)C2 (stereo unspecified)	2%	-4%	-6%	.	-2%	1%	-2%	-10%
Cc1ccc(/C=N\NC(=O)CCc2n[nH]c(=O)[nH]c2=O)o1	-4%	-7%	-3%	3%	-3%	0%	1%	0%
Cc1sc2nc(CSc3nc4ccccc4c(=O)n3CCCN3CCOCC3)[nH]c(=O)c2c1C	6%	-6%	-23%	-7%	8%	-5%	-3%	-11%
C[C@@](N)(C(=O)O)c1ccc(S(=O)(=O)O)cc1	.	-1%	-11%	7%	3%	.	-4%	-11%
CCCCCCc1cc2cc(-c3nnc(-c4ccccc4)o3)c(=O)oc2cc1O	-3%	-8%	?	-58%[inhibitor][10 µM]	-5%	?	1%	-13%
Cc1cc(C)c2c(SC(C)C)nc(N)nc2n1	-1%	0%	?	-9%[10 µM]	-5%	.	5%	-20%
COc1ccc(CCNc2oc(-c3ccccc3OC)nc2C#N)cc1	?	-18%	?	14%[10 µM]	?	-20%	-4%	?
Cc1ccc(OCC(=O)N2CCN(C(=O)c3cccs3)CC2)cc1	2%	8%	-5%	-4%	6%	-1%	-11%	5%
O=S(=O)(NCCc1ccccn1)c1ccc(F)c(F)c1	2%	6%	-3%	5%	-1%	8%	-3%	0%
CCCCCCCCCCCCC/C=C/[C@@H](O)[C@H](CO)NC(=O)CCCCCCCCCCCCCCC	.	-16%&-5%	1%&-8%	?	-3%&-3%	.	1%&-3%	5%&-7%
Clc1ccc(-c2nnc(C34CC5CC(CC(C5)C3)C4)o2)cn1	7%	20%	-10%	-4%	-3%	-2%	-6%	-2%
CCc1c(O)nc2sc3ccccc3n2c1=O	10%	-8%	-7%	-20%	-2%	-4%	6%	-4%
COC(=O)C1=C(C(=O)OC)[C@@H]2N(C)c3ccccc3[C@@]23C[C@@H](C(=O)OC)N(S(=O)(=O)c2ccc(C)cc2)C3=N1	.	-3%[17.5 µM]	-2%[11.5 µM]	-3%[10 µM]	-4%[11.6 µM]	.	7%[17.4 µM]	-7%[11.6 µM]
CS(=O)(=O)N1CCC(C(=O)NCCN2CCN(Cc3ccccc3)CC2)CC1	11%	-4%	2%	20%	6%	-5%	-6%	3%
O=c1cc(-c2ccccc2Cl)oc2c([N+](=O)[O-])ccc(O)c12	.	-19%[119 µM]	?	-32%	1%[81.3 µM]	.	0%[119 µM]	-8%[81.3 µM]
COc1ccc(S(=O)(=O)Oc2cccc(/C=N/N=C3/NC(=O)C(CC(=O)O)S3)c2)cc1 (stereo unspecified)	8%	-2%	-19%	-13%[10 µM]	?	.	-10%	-14%
Cc1nn(Cc2ccc(Cl)cc2)c(Cl)c1/C=N/NC(=O)c1cccnc1	-6%	-3%	-8%	6%[10 µM]	-4%	4%	-2%	-8%
CNS(=O)(=O)c1cccc(C(=O)OCC(=O)NCc2ccccc2)c1	1%	-3%	-4%	5%	0%	-1%	-4%	-2%
COc1ccccc1N1CCN(C(=O)CNS(=O)(=O)c2ccc(Br)s2)CC1	-7%	.	-14%	.	4%	.	.	-17%

# Two of the compounds above, as labelled records.
COc1ccccc1N1CCN(C(=O)CNS(=O)(=O)c2ccc(Br)s2)CC1
  GAA glycogen mod: -7%
  GLA spleen mod: .
  Tau fibril ThT: -14%
  HTT ATP protect: .
  Tau fibril FP: 4%
  GAA inh: .
  aGlu spleen mod: .
  Tau fluor cs: -17%

CNS(=O)(=O)c1cccc(C(=O)OCC(=O)NCc2ccccc2)c1
  GAA glycogen mod: 1%
  GLA spleen mod: -3%
  Tau fibril ThT: -4%
  HTT ATP protect: 5%
  Tau fibril FP: 0%
  GAA inh: -1%
  aGlu spleen mod: -4%
  Tau fluor cs: -2%
